M4 ag = agonists of human muscarinic M4 receptor (CHRM4) | 360,000 compounds, 0.14% hits | activation, % at 3 µM | AID 624127 | P08173 | CHO-K1 hM4/Gqi5, Fluo-8 calcium fluorescence; vehicle 0%, full acetylcholine response 100%;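 active = activation above the run mean over all test wells plus 3 SD, cut at about 32% in these data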;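 also: peak over basal fluorescence ratio per well then scaled between controls; 0% = DMSO wells and 100% = acetylcholine at EC100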
Target sequence (P08173 whole entry, looked up): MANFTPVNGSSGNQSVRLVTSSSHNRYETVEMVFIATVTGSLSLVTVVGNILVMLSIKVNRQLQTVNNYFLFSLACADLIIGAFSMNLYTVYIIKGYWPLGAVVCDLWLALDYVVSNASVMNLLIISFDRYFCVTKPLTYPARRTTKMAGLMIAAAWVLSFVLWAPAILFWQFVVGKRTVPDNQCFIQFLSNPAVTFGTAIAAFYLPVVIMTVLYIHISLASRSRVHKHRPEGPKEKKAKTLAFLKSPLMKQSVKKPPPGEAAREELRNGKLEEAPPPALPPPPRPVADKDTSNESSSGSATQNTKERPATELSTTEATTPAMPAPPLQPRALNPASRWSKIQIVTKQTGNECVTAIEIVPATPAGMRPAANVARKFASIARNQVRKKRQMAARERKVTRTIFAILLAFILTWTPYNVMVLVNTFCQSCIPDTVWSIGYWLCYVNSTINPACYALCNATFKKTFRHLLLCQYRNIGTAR
M4 antag = antagonists of human muscarinic M4 receptor (CHRM4). P08173. CHO-hM4 cells, ACh EC80, Fluo-8 calcium fluorescence. inhibition, % at 3 µM. 360,000 compounds, 0.73% hits. AID 624125;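 active = inhibition above its plate's cutoff, the mean inhibition of sample wells plus 3 SD, cut at about 27% in these data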;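 also: 0% = acetylcholine EC80 with DMSO and 100% = DMSO without agonist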
CHRM1 antagonist = antagonists of human M1 muscarinic receptor. P11229. CHO-K1 hM1, Fluo-8 calcium fluorescence, ACh EC80 antagonist. inhibition, % at 3 µM. 360,000 compounds, 1.3% hits. AID 588852;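 active = percent inhibition above its own plate's cutoff, namely the mean of that plate's compound wells plus 3 SD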;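 also: peak over basal fluorescence ratio during 140 s after agonist addition; 0% = ACh EC80 plus DMSO and 100% = DMSO alone without agonist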
Target sequence (P11229 whole entry, looked up): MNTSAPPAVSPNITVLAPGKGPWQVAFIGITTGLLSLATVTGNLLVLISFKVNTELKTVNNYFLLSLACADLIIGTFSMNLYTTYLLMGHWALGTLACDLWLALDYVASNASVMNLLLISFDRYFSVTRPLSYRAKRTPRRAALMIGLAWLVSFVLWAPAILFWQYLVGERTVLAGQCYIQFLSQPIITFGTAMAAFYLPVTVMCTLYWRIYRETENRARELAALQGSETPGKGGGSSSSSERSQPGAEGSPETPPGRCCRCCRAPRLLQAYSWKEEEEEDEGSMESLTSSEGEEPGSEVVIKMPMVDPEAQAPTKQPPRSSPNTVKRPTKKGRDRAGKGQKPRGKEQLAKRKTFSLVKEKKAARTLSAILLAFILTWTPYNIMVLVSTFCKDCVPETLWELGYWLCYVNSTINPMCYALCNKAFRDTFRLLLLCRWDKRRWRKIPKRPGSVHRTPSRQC
CHO-K1 Ca ag = nonselective activator or artifact in parental CHO-K1 cells. activation, % at 3 µM. Fluo-8 calcium fluorescence; scaled to maximal ATP response, vehicle zero. AID 602248. 360,000 compounds, 0.48% hits; in the data active = activation above about 15%;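 also: untransfected CHO-K1 host cells lacking M1 receptor as counterscreen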
M1 ag = activates human CHRM1 receptor; CHO-K1 hM1, Fluo-8 calcium fluorescence, agonist mode; 0% DMSO, 100% acetylcholine EC100; activation, % at 3 µM; AID 588814; P11229; 360,000 compounds, 0.33% hits;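 active = activation above the run's mean compound activation plus 3 SD, cut at about 16% in these data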;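 also: peak over basal fluorescence ratio within a 140 s kinetic read after compound addition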
CHO parental Ca = counter-screen for OX1R antagonists: effect in parental CHO cells | parental CHO-K1, ATP-induced calcium, Fluo-8 fluorescence | inhibition, % at 5.6 µM | 330,000 compounds, 0.63% hits | AID 463079;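 active = inhibition above that plate's mean sample inhibition plus 3 SD, cut at about 26% in these data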;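 also: 0% = ATP-challenged DMSO wells and 100% = DMSO wells without ATP; some compounds past the cut are filed as inactive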
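Assay system: untransfected parental CHO cell line. Also added: ATP agonist challenge. Dosing: one dose, 5.6 µM nominal. Measured by: Fluo-8 fluorescence. Read-out: % inhibition. Benchmarks: ATP wells versus no-ATP DMSO wells. Repeats: no replicates.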
OXTR potentiate = potentiators of human oxytocin receptor. activation, % at 3 µM. AID 2445. 320,000 compounds, 0.061% hits. P30559. CHO-OTR cells, Fluo-8 calcium fluorescence, potentiator mode; 0% = oxytocin EC15, 100% = EC100;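 active = activation above that plate's cutoff, the mean activation of tested compounds plus 3 SD, cut at about 6.6% in these data, passing the limit was not always enough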;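 also: 100% uses oxytocin at 75 nM as the full agonist control; some results filed as inactive read as strong as hits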
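Replication – single well per compound, singlicate · Assay system – CHO cell line stably expressing human OTR · Timing – 6 min pre-incubation, 100 s read · Measure – normalized max/min fluorescence ratio, % activation · Doses – 3.0 µM, one dose · Detection – Fluo-8 calcium dye fluorescence · Probe or stimulus – oxytocin near EC15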
CHO-K1 Ca antag = M1 antagonist counterscreen hit in parental CHO-K1 cells; 360,000 compounds, 0.6% hits; ATP-induced calcium, Fluo-8 fluorescence; inhibition, % at 3 µM;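 active = inhibition above a per-plate cutoff, the plate's mean sample inhibition plus 3 SD, cut at about 24% in these data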;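 also: 0% = DMSO plus EC80 ATP and 100% = DMSO alone without ATP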
M1 PAM = potentiates human M1 receptor response to acetylcholine | activation, % at 3 µM | CHO-K1 hM1, Fluo-8 calcium fluorescence, ACh EC20; 0% = ACh EC20, 100% = maximal ACh | 360,000 compounds, 0.088% hits; in the data active = activation above about 19%, passing the limit was not always enough
Active calls of the source: *; · = no result given.

Order of values – M4 antag	CHO-K1 Ca ag	M1 ag	M1 PAM	OXTR potentiate	CHRM1 antagonist	CHO-K1 Ca antag	CHO parental Ca	M4 ag
NS(=O)(=O)c1cccc(NC(=O)c2ccc(S(=O)(=O)N3CCCCCC3)cc2)c1
 : 2	0.4	-6	6	1	-6	-12	0	2
O=C(CCCOc1ccccc1)N1CCCc2ccccc21
 : -8	0.9	-5	8	-9	-25	-18	-12	0
O=C(c1cc(-c2ccc(Cl)cc2Cl)on1)N1CCOCC1
 : 1	2.4	0	17	-7	-25	-8	-5	5
Cc1ccc(S(=O)(=O)N(CC(=O)NCC2CCCO2)C2CCCCC2)cc1 (stereo unspecified)
 : -25	-0.3	3	18	-2	-6	4	-19	2
COc1cc(/C=N/NC(=O)CC23CC4CC(CC(C4)C2)C3)cc(Br)c1OCC(=O)N(C)C
 : -1	1.5	-4	1	-10	5	7	-30	10
COc1ccc(N2C(=O)C3CC=C(Cl)CC3C2=O)cc1 (stereo unspecified)
 : 2	0.1	-3	5	-7	-8	-11	-8	1
Cc1cc(C(=O)N2CCC(C(F)(F)F)n3nccc32)on1 (stereo unspecified)
 : -3	-0.2	1	7	-6	-44	-18	-4	2
O=C(CSc1nc(-c2ccccc2)c(-c2ccccc2)o1)Nc1nnc(-c2ccccc2)s1
 : -5	1.0	-4	-2	-6	3	-11	-15	0
CC(=O)Nc1ccc2c(c1)nc(CCN1CCOCC1)n2C
 : 4	0.1	0	4	-19	-7	-12	8	5
Cc1ccc(S(=O)(=O)NC2=NCN(C)CN2)cc1[N+](=O)[O-]
 : 1	1.3	-3	8	-3	-7	-4	-2	1
Cc1c(NC(=O)c2ccc3nsnc3c2)cccc1[N+](=O)[O-]
 : 3	3.6	-1	-3	-4	6	-2	-4	5
Brc1cccc(CNCCCN2CCOCC2)c1
 : 3	0.1	-12	8	3	-6	-6	-5	0
CCOc1ccc(C=NNC(=O)c2cccc3ccccc23)cc1OCC
 : -9	-0.2	-4	-3	·	-3	-3	·	2
O=C(NCCCN1CCOCC1)c1cc2c([nH]c3ccccc32)c(-c2cccc(Br)c2)n1
 : 1	2.7	-5	1	-9	-7	9	-24	13
COc1ccc(CCNC(=O)c2ccncc2)cc1OC
 : -3	1.1	-3	6	-7	-25	-4	0	1
Cc1ccc(NC(=O)c2cnccn2)c(OC(F)F)c1
 : 21	0.7	-4	-1	-2	-6	-9	-9	1
O=C(O)/C=C/C(=O)NNC(=O)c1cc(-c2ccccc2)n[nH]1
 : -9	1.1	-7	2	-16	-1	-8	-22	1
O=C(O)c1cccc(-n2cccc2/C=C2/NC(=O)N(c3ccc(Cl)cc3)C2=O)c1
 : 4	0.1	-4	6	·	-4	-5	·	-1
CNC[C@H]1Oc2c(NS(=O)(=O)c3ccc(F)cc3)cccc2C(=O)N([C@H](C)CO)C[C@@H]1C
 : 0	-0.3	-3	2	2	-5	-2	-2	1
COc1ccccc1C(=O)NC(=S)Nc1ccc(N2CCCC2)cc1
 : -2	0.1	-7	5	-8	-6	-8	-20	1
CCC(=O)N1CCCc2ccccc21
 : 3	0.2	0	5	4	-8	-9	-14	0
O=C1CCC/C=C\C[C@@H](CC(=O)N(CCO)Cc2ccccc2)C(=O)N[C@H](Cc2c[nH]c3ccccc23)CO1
 : -17	1.6	-6	-4	-7	-1	-8	-20	9
O=C(Cn1cc([N+](=O)[O-])ccc1=O)N1CCCc2ccccc21
 : -8	0.8	1	12	2	-15	-3	-16	1
COc1ccc(OC)c(N(CC(=O)NCCSc2ccccc2)S(C)(=O)=O)c1
 : -4	0.5	-3	5	-10	-9	-2	-26	3
O=C(COC(=O)c1cc([N+](=O)[O-])ccc1NCCO)Nc1cccnc1Cl
 : 0	0.1	-1	0	2	-3	-4	-15	3
O=[N+]([O-])c1ccc(Sc2ncc3ccccn23)nc1
 : -8	0.8	-4	5	-7	-11	-9	-9	0
C[C@H](NC(=O)c1nc[nH]c1C(=O)N[C@@H](Cc1ccccc1)C(=O)OCc1ccccc1)c1ccccc1
 : -3	0.3	-3	-5	-11	12	-10	17	2
CC(C)(C)C1CCc2onc(C(=O)Nc3cccc(O)c3)c2C1 (stereo unspecified)
 : 0	-0.1	-5	1	0	-5	-10	14	-1
CCc1cccc(NC(=O)C2CCCN(c3cnccn3)C2)c1 (stereo unspecified)
 : -1	2.3	-4	0	-8	-5	-14	-17	5
COc1ccc(-c2c(C)nn3c(N)c(-c4ccccc4)cnc23)cc1OC
 : -19	0.2	-5	-3	-2	-7	-9	-9	0
COc1ccc(CCNS(=O)(=O)c2cn(C)cn2)cc1OC
 : 3	0.1	-2	6	2	-8	-18	-2	0
COC(=O)NC1(C(F)(F)F)NC(=O)N(C2CCCCC2)C1=O (stereo unspecified)
 : -11	0.5	-4	13	-3	-12	-19	4	1
Cc1cc(Br)c2[nH]cc(CCNC(=O)c3ccco3)c2c1
 : -3	5.7	-3	-3	-7	6	-14	-23	6
N#Cc1c2c(c(-n3cnc4ccccc43)n3c1nc1ccccc13)CCC2
 : -10	-0.5	-4	-1	-11	-6	-5	-23	0
O=C(NC1CCN(S(=O)(=O)c2ccc(Cl)cc2)CC1)c1cccnc1
 : -13	0.0	-6	8	-12	-1	-19	-6	1
Cc1ccnc(NC(=O)C2CCN(S(=O)(=O)c3ccc4c(c3)CC(C)N4C(=O)C3CCC3)CC2)c1 (stereo unspecified)
 : 5	5.8	-2	0	-21	-3	-8	-3	12
COCCNC(=O)C1(C)CCCN(C(=O)c2ccc(-c3ccccc3)cc2)C1 (stereo unspecified)
 : -4	0.4	-1	-6	·	5	-5	·	1
C=CCc1ccc(OC)c(OC)c1
 : -14	-0.4	7	17	-3	-19	8	-10	1
CN(C)C(CNC(=O)c1ccc(NS(=O)(=O)c2cccc([N+](=O)[O-])c2)cc1)c1ccco1 (stereo unspecified)
 : 1	0.2	-7	-10	-9	20	-4	-11	2
Cc1csc(SCC(=O)NCc2cccc(Cl)c2)n1
 : -14	-0.4	-7	2	-9	-5	-13	-12	0
CC(C)NC(=O)N(O)C1N(Cc2ccc3c(c2)OCO3)C(=S)SC1(C)C (stereo unspecified)
 : -3	0.4	-5	0	-2	-10	-9	-16	0
C[C@]12CCC(=O)C=C1C=CC1C2CC[C@@]2(C)C1CC[C@@]21CCC(=O)O1 (stereo partly specified)
 : 11	2.3	-6	-19	·	15	-19	·	2
CC(C)c1onc(C(=O)NCCc2ccccc2)c1[N+](=O)[O-]
 : 1	0.7	-7	6	-4	-9	0	-6	1
c1csc(-c2csc(-c3cccs3)n2)c1
 : -6	0.5	-5	3	-10	4	-7	-6	-2
COc1ccc(CCNC(=O)c2cc([N+](=O)[O-])ccc2N2CCOCC2)cc1
 : -20	0.1	-3	3	-10	-2	8	-17	3
CCc1nnc(SCc2ccc(OC(C)C)cc2)n1N
 : -11	0.5	-1	7	-3	-11	-20	-3	1
O=C(O/N=C\c1ccc(N2CCOCC2)c([N+](=O)[O-])c1)c1ccccc1Cl
 : 1	1.4	-3	1	-15	-5	-1	-11	6
Cc1cc(C)c(NC(=O)CSc2nc(COc3ccccc3)nc3ccccc23)c(C)c1
 : -8	0.2	-1	1	-10	-20	-5	-10	1
CCc1cc(C(=O)OC)c(NC(=O)CC2SC(N)=NC2=O)s1 (stereo unspecified)
 : -10	0.4	-1	4	-5	1	13	-2	0
O=C(c1ccc(CNS(=O)(=O)c2cccc(Cl)c2)cc1)N1CCCC1
 : 3	-0.9	0	11	-9	-7	21	-11	1
CSc1ncccc1C(=O)OCC(=O)C(C)(C)C
 : -7	0.1	-4	9	-21	-13	-18	-24	1
CCN(CC(=O)NCc1cccs1)CC(=O)Nc1ccccc1C
 : -1	0.3	-4	-4	-11	8	-7	1	1
Cc1cc(=O)oc2c3c(cc(OCC(=O)Nc4ccc(CCO)cc4)c12)OC(C)(C)CC3
 : -6	2.7	-4	-3	-4	1	3	-13	13
NC(=O)c1ccc(NC(=O)CN2C(=O)NC(c3ccccc3)(c3ccccc3)C2=O)cc1
 : 7	-0.3	-5	10	-3	-7	10	-7	0
CN[C@H]1C[C@H]2c3cc(N4CCN(C)CC4)ccc3CCN2C(=O)[C@H]1[C@H](C)O
 : -8	0.1	-3	10	·	-12	23	·	0
Cc1cc(NC(=O)c2ccc(Br)c(S(=O)(=O)N3CCCC3)c2)no1
 : -2	6.2	-2	5	-20	2	-5	6	10
CN(C)c1nc(NCc2ccccc2)nc(N/N=C/c2cccc(Br)c2)n1
 : -2	-0.2	-10	1	-4	1	3	-17	0
Cc1cc2nncn2c2ccccc12
 : -7	1.1	-2	4	-7	-24	-14	7	1
CCCCCn1c(CN2CCCCC2CC)nc2c1c(=O)n(C)c(=O)n2C (stereo unspecified)
 : -2	0.9	-8	4	0	-9	-8	-8	0
O=C(c1ccc(S(=O)(=O)N2CCCC2)cc1)N1CCN(c2ccccc2F)CC1
 : -2	-0.2	-4	6	-3	-5	-8	2	1

3 entries already listed, arranged by heavy-atom count, ascending.
Order of values – M4 antag	CHO-K1 Ca ag	M1 ag	M1 PAM	OXTR potentiate	CHRM1 antagonist	CHO-K1 Ca antag	CHO parental Ca	M4 ag
CCc1nnc(SCc2ccc(OC(C)C)cc2)n1N
 : -11	0.5	-1	7	-3	-11	-20	-3	1
CC(C)(C)C1CCc2onc(C(=O)Nc3cccc(O)c3)c2C1 (stereo unspecified)
 : 0	-0.1	-5	1	0	-5	-10	14	-1
O=C(O)c1cccc(-n2cccc2/C=C2/NC(=O)N(c3ccc(Cl)cc3)C2=O)c1
 : 4	0.1	-4	6	·	-4	-5	·	-1
